UHRF1 binding = UHRF1 methyl-DNA binding inhibition. Q96T88. UHRF1 binding to methylated oligo, TR-FRET. inhibition, % at 4.4 µM. hit rate 0.75% among 370,000; in the data active means inhibition above about 21%;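 further: UHRF1 SRA domain binding a hemimethylated CpG hairpin DNA probe; 0% = median of test compound wells and 100% = reference inhibitor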
proKLK7 act = proKLK7 (human) activation, primary screen; P49862; purified proKLK7, EDANS-DABCYL substrate fluorescence; 100% is mature enzyme control, 0% vehicle; activation, % at 7 µM; hit rate 0.9% among 370,000;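 active means activation above the mean of all tested compounds plus 3 SD, computed per campaign excluding outliers beyond control limits, cut at about 13% in these data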
Target sequence (P49862 whole entry, looked up): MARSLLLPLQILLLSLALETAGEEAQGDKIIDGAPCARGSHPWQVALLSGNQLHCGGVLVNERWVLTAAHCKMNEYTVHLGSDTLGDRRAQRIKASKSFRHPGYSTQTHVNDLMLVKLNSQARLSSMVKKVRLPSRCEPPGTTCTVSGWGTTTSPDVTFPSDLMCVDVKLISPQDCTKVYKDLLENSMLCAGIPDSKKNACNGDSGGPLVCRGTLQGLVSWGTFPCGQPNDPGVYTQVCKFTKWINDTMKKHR
Tn7 DDE FP = DD(E)-Tn7 binding inhibition, primary FP screen | FP displacement of FITC-Tn7 peptide from fibrin DD(E); 0% = median of compound wells per plate | inhibition, % at 8.3 µM | hit rate 0.13% among 370,000 | AID 720508;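 active means inhibition above the mean of compounds falling within the control limits plus 3 SD of them, cut at about 14% in these data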;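 further: 0% = plate median of compound wells and 100% = 10 µM Aha-Tn7 peptide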
Target sequence (P02675 whole entry, looked up): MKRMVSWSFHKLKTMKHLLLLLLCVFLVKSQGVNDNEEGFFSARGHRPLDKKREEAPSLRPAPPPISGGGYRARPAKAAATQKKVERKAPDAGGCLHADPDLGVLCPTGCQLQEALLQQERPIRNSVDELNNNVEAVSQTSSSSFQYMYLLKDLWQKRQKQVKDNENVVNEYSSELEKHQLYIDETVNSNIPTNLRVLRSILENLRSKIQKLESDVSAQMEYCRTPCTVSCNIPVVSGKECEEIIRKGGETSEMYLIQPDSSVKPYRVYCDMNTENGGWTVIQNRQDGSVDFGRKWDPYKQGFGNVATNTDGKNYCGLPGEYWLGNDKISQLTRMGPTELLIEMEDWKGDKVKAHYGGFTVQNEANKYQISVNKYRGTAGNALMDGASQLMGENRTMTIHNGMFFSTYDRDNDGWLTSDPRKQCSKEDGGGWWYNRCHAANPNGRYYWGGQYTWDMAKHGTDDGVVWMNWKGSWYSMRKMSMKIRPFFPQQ
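Assay system: human fibrin DD(E). Input: DD(E) 2 µM final. Medium: Tris buffer with calcium and detergent, pH 7.8. Compound dosing: single point at 8.3 µM. Timing: 10 min plus 3 h, room temperature. Technique: fluorescence polarization of the labelled Tn7 tracer. Read-out: percent inhibition. Replicates: singlicate testing.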
MBD2 inh = MBD2-methylated oligo binding inhibition. Q9UBB5. TR-FRET, MBD2 binding to methylated oligonucleotide. inhibition, % at 4.4 µM. hit rate 0.31% among 370,000. AID 686964; in the data active means inhibition above about 13%
LEDGF integ inh = blocks HIV-1 LEDGF/p75-dependent DNA integration; hit rate 0.64% among 370,000; TR-FRET IN-LEDGF/p75 DNA integration, Eu/Cy5; inhibition, % at 3.7 µM;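 active means inhibition above the screen-wide mean plus 3 SD, cut at about 13% in these data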;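 further: signal is the Cy5 over europium emission ratio at 671 and 618 nm; 0% = plate median of compound wells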
TCR CD3 inh = blocks the human TCR-CD3 interaction | TAMRA-labeled TCR probe fluorescence, biochemical | inhibition, % at 9.4 µM | hit rate 0.37% among 360,000; in the data active means inhibition above about 19%;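 further: recombinant mutant TCR 2C K166C tagged with TAMRA read by polarization; 0% = receptor in buffer alone and 100% = receptor with positive control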
TDP2 inh = TDP2 (human) inhibition, absorbance primary screen; O95551; hit rate 0.34% among 370,000; inhibition, % at 12.8 µM; recombinant TDP2, T5PNP hydrolysis, p-nitrophenol absorbance 415 nm;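 active means inhibition above the mean of all tested compounds plus 3 SD, set per campaign, cut at about 25% in these data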;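 further: 0% = DMSO with enzyme and 100% = buffer with substrate but no TDP2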
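Test system: Human TDP2 enzyme | Reagent: 5 mM T5PNP | Compound dosing: 12.8 µM single point, 1% DMSO | Incubation: Enzyme reaction with compound for 2 h at 37 °C | Technique: p-Nitrophenol epi absorbance | Read-out: % inhibition relative to enzyme-containing and enzyme-free wells | Benchmarks: High control without enzyme, low control DMSO plus TDP2 | Replicates: Singlicate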
SIAE primary = blocks human sialic acid acetylesterase | AID 1053197 | hit rate 0.69% among 370,000 | inhibition, % at 9.66 µM | SIAE FP-Rh probe binding, fluorescence polarization;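 active means inhibition above a cutoff: mean of compounds within the control limits plus 3 SD of those, cut at about 17% in these data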;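 further: 0% = plate median of compound wells and 100% = probe without SIAE protein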
DDE Tn6 FP inh = disrupts Tn6 cyclic peptide binding to fibrin D-Dimer-E complex. Fibrin DD(E) TRITC-Tn6 fluorescence polarization displacement. inhibition, % at 8.3 µM. hit rate 0.21% among 370,000. AID 720509;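 active means inhibition above a per-campaign cutoff: mean of compounds within control limits plus 3 SD, cut at about 15% in these data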;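 further: 0% = median of all compound wells on the plate and 100% = blocking peptide control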
PRMT1 FP inh = blocks human protein arginine methyltransferase 1; recombinant PRMT1, activity-based probe fluorescence polarization; inhibition, % at 2.79 µM; AID 652257; hit rate 1.3% among 370,000;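 active means inhibition above about 21% made by adding two undisclosed values, limit read from the data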
Target sequence (Q99873 whole entry, looked up): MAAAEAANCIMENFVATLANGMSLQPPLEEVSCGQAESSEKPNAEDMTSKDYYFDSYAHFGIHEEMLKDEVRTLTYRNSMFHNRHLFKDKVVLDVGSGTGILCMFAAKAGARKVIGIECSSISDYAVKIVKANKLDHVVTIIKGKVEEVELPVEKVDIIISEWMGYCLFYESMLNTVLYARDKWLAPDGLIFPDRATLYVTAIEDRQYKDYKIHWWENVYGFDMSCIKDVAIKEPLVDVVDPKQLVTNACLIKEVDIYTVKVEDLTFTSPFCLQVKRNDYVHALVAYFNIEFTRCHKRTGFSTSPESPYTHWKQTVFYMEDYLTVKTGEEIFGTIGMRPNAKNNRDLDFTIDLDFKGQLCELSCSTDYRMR
* hit, by the source's call; · = not tested or not shown. Outcome played no part in choosing rows; overall some 4.6% were active at least once.

Order of results – UHRF1 binding	proKLK7 act	Tn7 DDE FP	MBD2 inh	LEDGF integ inh	TCR CD3 inh	TDP2 inh	SIAE primary	DDE Tn6 FP inh	PRMT1 FP inh
- COCCNC(=O)C(c1ccncc1)N(C(=O)c1sc(C)nc1C)c1cccc(C)c1 (centres undefined)
→ 3	-0.7	7	2	-2	4	-2	-2	5	-3
- CCc1ccc2c(c1)C(C)=CC(C)(C)N2
→ -1	0.1	0	3	4	-2	0	15	-5	2
- CCc1cccc(C)c1NC(=O)CN(C)Cc1ccccc1F
→ 3	0.0	-7	0	1	0	-10	2	-4	-5
- COc1ccc(Br)cc1CN1CCCC(C(=O)N2CCCCC2)C1 (centres undefined)
→ -4	-0.2	6	-5	0	7	12	4	0	-4
- Cc1cc(/C=C2/SC(=S)N(c3ccc([N+](=O)[O-])cc3)C2=O)c(C)n1-c1cccnc1
→ -5	0.2	-1	-3	3	-3	-12	3	-3	7
- CC(C)C12CN3CC(C(C)C)(CN(C1)C31C(=O)Nc3ccccc31)C2=O (centres undefined)
→ 0	0.2	6	2	2	-5	4	1	-4	2
- COc1ccc(-c2c(C#N)c(SCc3c(C)noc3C)nc3c2C(=O)CC(C)(C)C3)cc1
→ 0	-0.2	2	0	0	-4	2	6	-7	-2
- N#C/C(=C(/O)c1ccc(Cl)c([N+](=O)[O-])c1)c1nc2ccccc2[nH]1
→ -1	0.1	-4	-4	7	1	-2	-17	-3	-2
- O=C1CCC(=O)N1CC1CC2CCC1C2 (centres undefined)
→ 4	0.6	1	-2	0	-1	-6	-2	3	-1
- CC(=O)c1ccc2c(c1)OCCOCCOCCO2
→ -1	-0.9	-13	1	1	10	20	9	-7	0
- CCOc1ccc(S(=O)(=O)N2CCCCC2)cc1NC(=O)C1COc2ccccc2O1 (centres undefined)
→ 0	-0.5	-3	0	-2	0	6	0	-6	3
- COc1ccccc1C(=O)OCc1ccc2sc(C)nc2c1
→ 1	-0.1	6	-1	1	-1	3	-4	0	4
- O=C(CSc1nnc(-c2cccnc2)n1Cc1ccco1)Nc1cc(Cl)ccc1F
→ -2	0.5	-2	-3	6	·	3	0	-4	-1
- COc1cccc(CNc2ccc([N+](=O)[O-])cc2C)c1
→ 1	0.5	0	-2	5	-9	-30	-5	-3	-6
- O=C(CN1CCC(C(=O)c2ccc3c(c2)OCCO3)CC1)NCc1ccccc1
→ 2	0.7	-4	-1	7	3	-4	-8	10	-3
- CCCOC1CCCN(C(=O)c2cc(COc3ccc(F)c(F)c3)on2)C1 (centres undefined)
→ 2	0.5	2	-3	0	-2	-14	2	10	2
- O=C(NOCc1cscn1)Nc1ccccc1
→ 1	-0.2	-3	-5	3	0	-3	-8	1	-5
- O=C(/C=C/c1ccc2ccccc2n1)N1CCN(S(=O)(=O)c2ccc(F)cc2)CC1
→ -1	-0.2	6	-2	3	8	10	-1	10	-1
- Cc1ccc(SCC(=O)Nc2cccc(C)c2)cc1
→ 2	0.1	-3	5	-3	-8	3	8	-8	0
- CCCCOC(=O)CCN1C(=O)/C(=C/c2ccccc2)SC1=S
→ -1	·	4	-1	-2	·	0	-4	-9	5
- CCOc1ccc(NC(=O)CSc2n[nH]c(N)n2)c([N+](=O)[O-])c1
→ 4	0.1	5	7	-5	-1	-7	-10	-4	4
- Cc1cc2c(cn1)C(CCC#N)(CCC#N)c1ccccc1-2
→ -1	-0.1	1	5	0	2	2	-4	9	4
- COC(=O)C[C@H](NC(=O)Cn1cnc2c(SC)nc(N)nc21)C(=O)OC
→ 13	0.7	-6	1	3	3	6	4	-3	-1
- CCCCc1c(-c2ccccc2OC)ncn1CCc1ccccc1OC
→ 0	0.0	-2	-3	1	-5	-2	0	1	0
- O=C(Nc1nnc(-c2ccccc2Cl)o1)c1nc2ccccc2s1
→ -2	2.5	4	0	-14	5	-8	-13	4	-1
- COc1ccc([C@H]2C[C@H](O)[C@@H](n3cc(C4CC4)nn3)CN2Cc2cccs2)cc1
→ 5	-0.5	-5	-2	1	-8	-12	-5	-1	-1
- O=c1cc(CN2CCCC2)c2ccccc2o1
→ 0	0.0	8	-4	-1	-1	12	16	1	2
- C=CCSc1ncccc1C(=O)NCCc1ccccc1
→ -3	-0.7	0	-2	5	10	2	-5	0	2
- COc1ccccc1N(C)S(=O)(=O)c1ccc(C(=O)Nc2ccc(C(N)=O)cc2)cc1
→ 3	24*	5	0	-3	5	-5	-4	-9	-1
- O=C(CSc1n[nH]c(-c2cccs2)n1)N1CCN(S(=O)(=O)c2ccc3ccccc3c2)CC1
→ 0	0.4	1	-7	1	5	6	-18	0	0
- NS(=O)(=O)c1cc2c(cc1Cl)NC(C1C[C@H]3C=C[C@@H]1C3)NS2(=O)=O (some centres undefined)
→ 2	0.1	4	5	-1	-2	2	1	-4	1
- CCN1CCN(c2ccc(S(=O)(=O)N3CCOCC3)cc2NC(=O)/C=C/c2ccc([N+](=O)[O-])cc2)CC1
→ -3	-0.1	-4	-5	3	6	0	-2	6	0
- Nc1nc2cc3c(cc2cc1C(=O)NCc1cccnc1)OCO3
→ -2	18*	3	-4	-1	-1	-6	4	1	5
- CC1(C)OC(=O)C2=C(C[C@@H](CCc3ccccc3)O[C@H]2C2CCCC2)O1
→ -3	0.3	0	0	-7	-2	7	3	11	1
- CNC(=O)/C(C#N)=C/c1ccc(OCCOc2ccccc2)cc1
→ 4	0.0	1	-2	-2	-2	-14	6	-3	4
- COc1cccc(CNC(=O)CCS(=O)(=O)c2ccc3c(c2)NC(=O)C(C)S3)c1 (centres undefined)
→ -1	0.2	0	6	3	5	1	-10	-6	-5
- COc1ccc(OC)c2[nH]c(=O)c(CCNC(=O)C(C)(C)C)cc12
→ -1	-0.9	-7	-4	2	10	5	-6	8	0
- CCCCCN(C(=O)CCC(=O)OCc1cccc(Cl)c1)c1c(N)n(CCCC)c(=O)[nH]c1=O
→ -1	0.8	-1	-2	3	4	-1	-5	-5	-1
- COc1ccc(O)c(C(=O)c2cnn(S(=O)(=O)c3ccc(C)cc3)c2)c1
→ -3	1.3	1	-5	6	-5	-10	4	4	-1
- O=C(Nc1ccccc1)c1nc[nH]c1C(=O)NCCCNC(=O)c1[nH]cnc1C(=O)Nc1ccccc1
→ 19	-0.3	2	10	3	8	9	-30	-9	0
- C/C(=N\NC(N)=O)c1ccccc1
→ -2	-0.5	1	-6	3	0	0	3	2	-1
- Cc1nn(CCc2nn[nH]n2)c2nc(C(F)(F)F)cc(C(F)(F)F)c12
→ 2	30*	-1	-5	4	-1	7	1	6	4
- Cc1ccc(C(=O)NCCSc2ccccc2)cc1S(=O)(=O)Nc1ccccc1
→ 3	1.1	2	3	3	11	-14	-26	-11	3
- COc1ccc(NC(=O)Nc2nccs2)cc1
→ 0	0.1	4	-3	0	6	-12	8	-1	-2
- O=Cc1c(N2CCSCC2)nc2ccccn2c1=O
→ 5	0.0	0	-1	-1	0	-11	0	-6	-6
- CN(C(=O)CSC1=NC2C(N=N1)c1cc(Br)ccc1N2C)C1CCCCC1 (centres undefined)
→ -2	0.1	-4	-3	1	2	6	1	10	-3
- CCc1nccn1CCC(=O)N1CCCC(N2CCN(c3ccccc3F)CC2)C1 (centres undefined)
→ 0	-0.3	4	2	-1	3	-3	7	10	6
- Clc1ccc(-c2ccnc(Oc3ccc4ccccc4c3)n2)cc1
→ 8	0.8	3	2	-1	8	10	4	1	1
- COc1cccc(C(=O)N2CCN(C3CCC(c4ccccc4)CC3)CC2)c1OC (centres undefined)
→ -1	0.7	4	4	4	-5	4	6	5	3
- Cc1ccc(S(=O)(=O)N(C)C)cc1NC(=O)c1ccccc1Br
→ 4	0.4	4	1	-10	1	-11	-8	0	3

Next results.
Order of results – UHRF1 binding	proKLK7 act	Tn7 DDE FP	MBD2 inh	LEDGF integ inh	TCR CD3 inh	TDP2 inh	SIAE primary	DDE Tn6 FP inh	PRMT1 FP inh
- O=C(Oc1cccc2c(=O)[nH]ccc12)c1ccccc1
→ 3	4.8	2	-3	6	-4	-17	0	-9	-2
- Cc1cc(Br)cn2c(Cc3ccccc3C(F)(F)F)c(-c3ccccc3)nc12
→ 7	-0.1	13	-1	-1	0	3	-4	-4	0
- COc1ccc([N+](=O)[O-])cc1NC(=O)C(C)Sc1nc(C)c(C)c(C)n1 (centres undefined)
→ 61*	-0.6	-3	-1	3	3	-4	6	4	-2
- CCOc1cccc(NC(=O)CSc2sc3c(O)cc(=O)[nH]c3c2C#N)c1
→ 2	-0.7	8	4	-1	10	11	-27	-1	6
- CC1CCCCC1NS(=O)(=O)c1ccc2c(c1)CCC(=O)N2 (centres undefined)
→ 1	0.1	2	-4	-3	-4	7	-3	-8	5
- O=C(CSc1nc2ccccc2nc1N1CCCC1)N1CCN(C(c2ccccc2)c2ccccc2)CC1
→ 0	-8.4	5	4	-2	·	-1	-1	3	4
- Cc1ccc(C(=O)OCC(=O)NCC2CCCO2)c(C)c1 (centres undefined)
→ 4	0.2	0	8	5	0	-3	-14	-5	8
- Cn1c(=O)c2c(ncn2CC(=O)OCC(=O)NCc2ccccc2Cl)n(C)c1=O
→ 1	-1.0	-2	3	3	0	-5	5	-2	1
- CCOC(=O)N1CCN(S(=O)(=O)c2ccc(C(=O)Nc3sc4c(c3C(N)=O)CCN(CC)C4)cc2)CC1
→ 0	0.7	-5	-1	4	-3	17	-1	3	-1
- Cc1cc(=O)oc2c3c(cc(OCC(=O)NCC(=O)N[C@H](C(=O)O)C(C)C)c12)OC(C)(C)CC3
→ -1	43*	-3	-2	4	8	-5	-5	3	2

Quoted at random: 2 records from the list
Order of results – UHRF1 binding	proKLK7 act	Tn7 DDE FP	MBD2 inh	LEDGF integ inh	TCR CD3 inh	TDP2 inh	SIAE primary	DDE Tn6 FP inh	PRMT1 FP inh
- CCOc1cccc(NC(=O)CSc2sc3c(O)cc(=O)[nH]c3c2C#N)c1
→ 2	-0.7	8	4	-1	10	11	-27	-1	6
- O=C(/C=C/c1ccc2ccccc2n1)N1CCN(S(=O)(=O)c2ccc(F)cc2)CC1
→ -1	-0.2	6	-2	3	8	10	-1	10	-1

(further entries)
Order of results – UHRF1 binding	proKLK7 act	Tn7 DDE FP	MBD2 inh	LEDGF integ inh	TCR CD3 inh	TDP2 inh	SIAE primary	DDE Tn6 FP inh	PRMT1 FP inh
- O=C1CCCC(=O)N1c1ccc(Oc2ccc(Cl)cc2)cc1
→ 16	-0.8	-8	-4	4	-7	-5	-3	-4	-2
- O=C(c1ccc2ncsc2c1)N1CCCC(C(F)(F)F)C1 (centres undefined)
→ 6	-0.8	0	6	-5	-9	-17	2	-6	19
- CN(Cc1ccc(Cl)s1)C(=O)CN1C(=O)N(C)C2(CCCCC2)C1=O
→ -2	0.3	1	-2	4	3	-7	10	1	-3
- CCOC(=O)N1CCN(c2cc(=O)n(C3CCCCC3)c(=O)[nH]2)CC1
→ 2	0.0	-1	3	0	1	1	3	4	2
- OC(CNCC1CCCO1)Cn1c2ccc(Br)cc2c2cc(Br)ccc21 (centres undefined)
→ 1	0.8	-3	9	-6	-4	-15	-15	-8	5
- O=C(c1ccc(-c2nnc(-c3ccccc3)o2)cc1)N1CCCCCC1
→ 0	-0.5	0	-1	-1	-5	-6	1	1	1

Screening results from PubChem BioAssay.
